Keap1 Nrf2 FP: inhibitors of human Keap1-Nrf2 protein-protein interaction | Keap1 Kelch-Nrf2 peptide fluorescence polarization, 1536-well | actives 0.15% (n = 340,000) | Q14145 | inhibition, % at 9.4 µM; in the data active = inhibition above about 12%; inconclusive = no clear call, values can overlap the other calls; inactive = below about 7.3%;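 also: human Keap1 Kelch domain with fluorescein labeled Nrf2 9mer peptide probe; 0% = neutral control wells and 100% = peptide positive control; higher means more block of Keap1 binding to Nrf2 peptide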
RTF Ca sens inh: cardiac RTF calcium desensitization; P19429+P45379; IANBD-labeled cardiac RTF, Ca2+ fluorescence; inhibition, % at 7.15 µM; actives 0.12% (n = 340,000);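 active = inhibition above the mean inhibition of all tested compounds plus 3 SD, cut at about 17% in these data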;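 also: assay run at fixed EC70 calcium of 1.6 mM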
PKA-R2B activ: PKA-R2B complex activation | activation, % at 11.4 µM | PKA-R2B holoenzyme dissociation, Cy5-IP20 fluorescence polarization; R2B truncated from residue 108, S112A mutant; 0% DMSO only, 100% 113 µM cGMP | actives 0.079% (n = 340,000) | P22694+P31323;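 active = activation above a cutoff set at the mean over all compounds plus 3 SD, cut at about 18% in these data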;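 also: higher means more holoenzyme dissociation and a rise in polarization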
Target sequence (P31323 whole entry, looked up, other chains not shown, the tested form may be a part): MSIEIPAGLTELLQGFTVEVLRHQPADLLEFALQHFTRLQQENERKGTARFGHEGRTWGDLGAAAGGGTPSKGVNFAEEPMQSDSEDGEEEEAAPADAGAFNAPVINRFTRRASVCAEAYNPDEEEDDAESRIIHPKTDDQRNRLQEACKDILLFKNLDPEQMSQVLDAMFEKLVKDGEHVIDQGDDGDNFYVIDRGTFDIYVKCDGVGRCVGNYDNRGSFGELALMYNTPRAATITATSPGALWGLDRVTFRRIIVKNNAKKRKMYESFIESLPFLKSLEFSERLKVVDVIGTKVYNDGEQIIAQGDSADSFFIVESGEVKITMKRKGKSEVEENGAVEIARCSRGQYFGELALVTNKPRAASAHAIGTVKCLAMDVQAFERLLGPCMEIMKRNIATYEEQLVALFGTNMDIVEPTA
PvdQ inh: P. aeruginosa PvdQ acylase inhibition | purified PvdQ acylase, fluorescence plate reader | inhibition, % at 10 µM | actives 0.063% (n = 340,000) | AID 488965; in the data active = inhibition above about 30%, passing the limit was not always enough; inconclusive = no clear call, values can overlap the other calls;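 also: 0% = vehicle neutral wells and 100% = reference inhibitor wells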
DAGLB inhibitor: blocks human DAGLB lipase activity | HEK293T DAGLB membrane lysate, EnzChek fluorogenic substrate | inhibition, % at 5.17 µM | actives 0.059% (n = 340,000); in the data active = inhibition above about 34%;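 also: 0% = enzyme with vehicle and 100% = wells lacking enzyme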
Target sequence (Q8NCG7 whole entry, looked up): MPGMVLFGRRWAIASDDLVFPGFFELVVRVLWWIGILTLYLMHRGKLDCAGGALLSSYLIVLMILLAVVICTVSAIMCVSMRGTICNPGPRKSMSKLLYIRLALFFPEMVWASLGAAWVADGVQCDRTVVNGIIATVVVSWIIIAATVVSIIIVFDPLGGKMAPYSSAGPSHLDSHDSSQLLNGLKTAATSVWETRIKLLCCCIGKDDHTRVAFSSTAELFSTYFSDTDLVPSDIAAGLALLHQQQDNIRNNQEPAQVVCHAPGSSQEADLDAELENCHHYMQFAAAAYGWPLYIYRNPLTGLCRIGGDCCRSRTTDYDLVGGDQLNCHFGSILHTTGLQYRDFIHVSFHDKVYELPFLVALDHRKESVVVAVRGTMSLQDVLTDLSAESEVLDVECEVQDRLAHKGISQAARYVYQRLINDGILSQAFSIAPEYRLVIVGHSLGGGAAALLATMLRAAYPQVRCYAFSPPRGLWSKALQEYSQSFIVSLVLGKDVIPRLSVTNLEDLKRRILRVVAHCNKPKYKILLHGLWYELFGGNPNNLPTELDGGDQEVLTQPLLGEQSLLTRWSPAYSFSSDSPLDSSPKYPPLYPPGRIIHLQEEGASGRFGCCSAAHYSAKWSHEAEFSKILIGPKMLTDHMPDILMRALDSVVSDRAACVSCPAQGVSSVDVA
SR-BI DiI-HDL act: enhances SR-BI lipid uptake from DiI-HDL | CHO ldlA[mSR-BI] cells, DiI-HDL uptake fluorescence, 3 h; 100 = double the neutral-control signal | activation, % at 12.5 µM | actives 0.096% (n = 320,000);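 active = mean replicate activation of at least 60% and every replicate at or above 60%; inconclusive = mean or all-replicate condition met, but not both; inactive = mean below 60% and not all replicates reaching 60%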;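 also: 0% = median plate neutral-control signal and 100% = twice that signal; values of inactives mirror those of a sister screen read the other way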
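Test system: SR-BI-overexpressing, LDLR-lacking CHO cells; Medium: Ham's F12 with 0.5% BSA, HEPES 25 mM, pH 7.4; Schedule: 3 h, 37 °C; Technique: bottom-read fluorescence, 550/595 nm.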
NSD2 inh: blocks human histone methyltransferase NSD2. O96028. NSD2 peptide methylation, AlphaScreen, 120 min. inhibition, % at 12.5 µM. actives 0.54% (n = 310,000); in the data active = inhibition above about 50%
Arr AP2 block: blocks beta-arrestin peptide binding to AP2 adaptin. actives 0.31% (n = 340,000). AID 504490. FITC-arrestin peptide / GST-AP2 beads, flow cytometry; AP2 beta2 appendage carries R879A mutation. inhibition, % at 10 µM;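 active = inhibition above a set limit, near 3 SD of compounds lacking own fluorescence, cut at about 54% in these data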;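 also: plate controls were DMSO wells for no effect and 5 µM unlabelled arrestin peptide for full effect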
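System: GST-AP2 R879A glutathione beads. Medium: PBS with 0.05% Tween 20 and 0.1% BSA. Also added: FITC-arrestin peptide, 50 nM. Incubation: 12 min plus 1 h, RT. Measured by: high-throughput flow cytometry of beads, ex 488, em 535 nm. Evaluation: percent drop in bead-associated FITC signal.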
LANA DNA inh: blocks KSHV LANA C-terminal domain binding to DNA. actives 0.078% (n = 340,000). MBP-C-LANA/FAM-LBS DNA binding, fluorescence polarization. inhibition, % at 9 µM;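 active = highest replicate inhibition at or above 60% at 9 µM, even if other replicates fall short; inactive = all replicates below 60% inhibition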;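 also: 0% = neutral control wells and 100% = 4 µM acridine orange control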
SR-BI HDL uptake: blocks mouse SR-BI lipid uptake from DiI-HDL. ldlA[mSR-BI] CHO cells, DiI-HDL uptake fluorescence, 3 h. inhibition, % at 12.5 µM. actives 0.96% (n = 320,000);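 active = mean replicate inhibition of at least 70% and a set share of replicates each scoring 70 or more; inconclusive = meets just one of the two criteria; inactive = fails both criteria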;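 also: 0% = median of neutral control wells and 100% = median of positive control wells; values of inactives mirror those of a sister screen read the other way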
Starred values were filed as active, the others as inactive; u = inconclusive; x = no result given.

SMILES	Keap1 Nrf2 FP	RTF Ca sens inh	PKA-R2B activ	PvdQ inh	DAGLB inhibitor	SR-BI DiI-HDL act	NSD2 inh	Arr AP2 block	LANA DNA inh	SR-BI HDL uptake
CCN(CC)CCCNC(=O)c1csc(Nc2cccc3ccccc23)n1	0	-3	5	-14	0	-7	42	-3	-1.7	7
CCN(c1ccccc1)S(=O)(=O)c1ccc(OC)c(N=N/C(C(=O)Nc2ccccc2)=C(/C)O)c1	1	4	-10	-9	0	-29	-4	6	-0.5	29
CC1CC(C)CN(CCCNC(=O)c2ccc3c(c2)NC(=O)C(N2CCCCC2)S3)C1 (centres undefined)	0	-2	-6	-2	0	2	4	4	0.0	-2
O=C(Nc1ccc(Br)cn1)c1ccc(Br)s1	-1	-5	2	-9	-7	-40	-1	11	1.6	40
COc1ccc(CSCC(=O)NCCC(C)C)cc1	3	1	8	16	-1	18	-5	2	1.1	-18
N#Cc1c(-c2ccc(F)cc2)nc(-c2ccccc2)[nH]c1=O	-1	-8	-8	-3	0	-5	0	7	0.8	5
NS(=O)(=O)c1cc(C(=O)OCC(=O)Nc2ccc3[nH]c(=O)[nH]c3c2)ccc1Cl	1	-4	3	-13	3	20	4	22	-1.2	-20
COC(=O)CCCSc1nccn1-c1ccccc1	1	1	1	2	-1	13	0	4	-1.5	-13
CCn1c(SCC(=O)Nc2nccc(C)n2)nc2ccccc21	-1	0	-4	-3	0	11	-1	-1	1.7	-11
NC(=O)c1ccsc1NC(=O)c1ccc2c(c1)CCCC2	-1	-10	5	-5	1	-34	x	5	-2.4	34

3 compounds already listed, arranged by length of the SMILES, descending:
SMILES	Keap1 Nrf2 FP	RTF Ca sens inh	PKA-R2B activ	PvdQ inh	DAGLB inhibitor	SR-BI DiI-HDL act	NSD2 inh	Arr AP2 block	LANA DNA inh	SR-BI HDL uptake
CC1CC(C)CN(CCCNC(=O)c2ccc3c(c2)NC(=O)C(N2CCCCC2)S3)C1 (centres undefined)	0	-2	-6	-2	0	2	4	4	0.0	-2
O=C(Nc1ccc(Br)cn1)c1ccc(Br)s1	-1	-5	2	-9	-7	-40	-1	11	1.6	40
COc1ccc(CSCC(=O)NCCC(C)C)cc1	3	1	8	16	-1	18	-5	2	1.1	-18

Later entries.
SMILES	Keap1 Nrf2 FP	RTF Ca sens inh	PKA-R2B activ	PvdQ inh	DAGLB inhibitor	SR-BI DiI-HDL act	NSD2 inh	Arr AP2 block	LANA DNA inh	SR-BI HDL uptake
COc1ccccc1NC(=O)COC(=O)CNC(=O)c1ccc(OC)c(OC)c1	-5	-9	0	-13	0	19	10	-3	0.5	-19
COc1cccc(-n2c(SCC(=O)NCCc3ccccc3)nnc2-c2ccoc2C)c1	1	-6	-4	-8	2	-3	49	7	0.8	3
NC(=O)NC(=O)COC(=O)CCCc1c[nH]c2ccccc12	0	-4	2	-13	3	32	2	-9	0.7	-32
N#CCCN(C(=O)COC(=O)c1ccc(CNS(=O)(=O)c2ccc(F)c(Cl)c2)cc1)c1ccc(F)cc1	2	-6	-2	-8	-2	-3	-1	3	1.7	3
CSC1=N/C(=C\c2cccnc2)C(=O)N1c1ccccc1	-1	0	2	-5	-3	5	-4	-12	0.7	-5
CC1(C)NC(C(=O)O)Cc2c1[nH]c1ccccc21 (centres undefined)	-1	2	-2	-4	-2	20	-7	0	0.4	1
COc1ccc(CCn2c(N3CCOCC3)nc3c2c(=O)[nH]c(=O)n3C)cc1	1	-7	-7	3	0	-1	1	16	1.2	1
COc1ccc(C2c3c(n[nH]c3C)CC(C)(O)C2C(C)=O)cc1OC (centres undefined)	4	-13	4	-6	1	9	-1	54	1.4	-9
O=C(NCCc1c[nH]c2ccccc12)c1ccc(F)cc1F	-7	-7	-7	-9	0	2	0	-2	-1.7	-2
O=c1sc2ccccc2n1COc1ccccc1	-1	-1	2	-11	-4	15	-1	-2	-1.6	-15

Quoted from the listing, 7 compounds:
SMILES	Keap1 Nrf2 FP	RTF Ca sens inh	PKA-R2B activ	PvdQ inh	DAGLB inhibitor	SR-BI DiI-HDL act	NSD2 inh	Arr AP2 block	LANA DNA inh	SR-BI HDL uptake
CCN(CC)CCCNC(=O)c1csc(Nc2cccc3ccccc23)n1	0	-3	5	-14	0	-7	42	-3	-1.7	7
CCN(c1ccccc1)S(=O)(=O)c1ccc(OC)c(N=N/C(C(=O)Nc2ccccc2)=C(/C)O)c1	1	4	-10	-9	0	-29	-4	6	-0.5	29
CC1CC(C)CN(CCCNC(=O)c2ccc3c(c2)NC(=O)C(N2CCCCC2)S3)C1 (centres undefined)	0	-2	-6	-2	0	2	4	4	0.0	-2
O=C(Nc1ccc(Br)cn1)c1ccc(Br)s1	-1	-5	2	-9	-7	-40	-1	11	1.6	40
COc1ccc(CSCC(=O)NCCC(C)C)cc1	3	1	8	16	-1	18	-5	2	1.1	-18
N#Cc1c(-c2ccc(F)cc2)nc(-c2ccccc2)[nH]c1=O	-1	-8	-8	-3	0	-5	0	7	0.8	5
NS(=O)(=O)c1cc(C(=O)OCC(=O)Nc2ccc3[nH]c(=O)[nH]c3c2)ccc1Cl	1	-4	3	-13	3	20	4	22	-1.2	-20

More records.
SMILES	Keap1 Nrf2 FP	RTF Ca sens inh	PKA-R2B activ	PvdQ inh	DAGLB inhibitor	SR-BI DiI-HDL act	NSD2 inh	Arr AP2 block	LANA DNA inh	SR-BI HDL uptake
CC(=O)Nc1ccc(S(=O)(=O)Nc2cc(C)c(-n3nc4ccccc4n3)cc2O)cc1	5	1	5	13	-1	-93	-5	14	-1.3	93*
O=C(NCCCc1ccccc1)C1CCN(c2nnc(-n3cccc3)s2)CC1	-4	1	-5	5	-1	6	x	15	-0.3	-4
Cc1ccc2c(c1)nnn2C1CCN(C(=O)C23CC4CC(CC(C4)C2)C3)CC1	-1	-2	10	-12	-3	-13	-1	-2	-1.7	13
COc1ccc(CN2CCN(C(=O)c3cccc4ccccc34)CC2)cc1OC	-1	-4	0	7	-2	-8	2	37	-0.9	8
CC(=O)c1cccc(NC(=O)C2C3CCC(C3)C2C(=O)O)c1 (centres undefined)	-4	-1	8	-17	2	x	33	-1	-1.3	x
O=S(=O)(N/N=C\C=C\c1ccccc1)c1ccc(Cl)cc1	-3	-3	0	-23	3	5	7	10	0.4	-5
CCC(CC)C(=O)NCCc1cc2ccc(OC)cc2[nH]c1=O	4	4	-4	-1	-3	-1	0	25	1.5	1
Cc1nn(-c2ccccc2)nc1C(=O)NNC(=O)c1ccc(C(F)(F)F)cc1	4	-3	3	-6	-1	8	-3	-1	-0.1	-8
CCC(Oc1ccccc1)C(=O)Nc1nc2ccccc2[nH]1 (centres undefined)	-4	4	5	-3	-1	-5	-3	20	-1.7	5
O=C(c1cccc(N2C(=O)C3C4C=CC(C4)C3C2=O)c1)N1CCN(c2ccccc2)CC1 (centres undefined)	2	-4	-7	-3	-1	-6	0	15	-0.6	6
CC(C)(C)c1ccc(-c2cnco2)cc1	-1	-4	3	-13	-2	20	-1	-10	-2.1	-20
COC(C(=O)Nc1ccnn1C1CCN(Cc2ccc(CO)o2)CC1)c1ccccc1 (centres undefined)	1	3	-1	-2	0	39	4	-8	0.2	-39
CCOc1ccccc1CNCc1ccc(F)cc1	5	-2	-4	-8	1	30	-1	2	-0.4	-30
COc1cccc(NC(=O)C2CCN(c3ncccn3)CC2)c1	-7	1	-1	-11	3	11	-2	1	1.2	-11
C[C@H](NC(=O)c1ccco1)C(=O)Nc1nnc(SCc2ccccc2)s1	-5	-11	-3	-9	1	15	1	11	-1.7	-15
COc1ccc(-c2nc(C#N)c(NCC3CCCO3)o2)cc1OC (centres undefined)	-5	-1	-1	-24	1	-32	1	-3	0.9	32
O=C(NCc1nc(-c2ccccc2)cs1)c1ccccc1	0	-3	-3	1	-2	-2	1	5	-1.2	2
COC(=O)c1ccc(-c2noc(CN3CCCC(CNC(C)=O)C3)n2)cc1 (centres undefined)	-4	-2	3	-7	-1	-1	2	0	-0.6	1
O=C(Nc1ccc2nc3ccccc3nc2c1)c1ccccc1	3	5	4	-12	-2	6	-3	36	2.7	-6
Cc1ccc(NC(=O)CCc2ccccc2)cc1S(=O)(=O)N1CCOCC1	-3	-1	-6	1	-2	-19	-2	25	-0.5	19
Cc1cccc(N2CCN(S(=O)(=O)c3ccc4c(c3)CC(=O)N4C)CC2)c1C	-1	-4	-5	-12	2	13	-2	-13	-0.1	-13
CC(C)(C)NCC(O)c1cc(O)cc(O)c1 (centres undefined)	-2	3	-15	2	3	5	x	6	0.4	5
O=C(N/N=C/C(Br)=C\c1ccccc1)c1ccco1	1	x	x	-5	x	5	1	2	-0.2	-5
CCC(C(=O)NCCCN1CCN(CC)CC1)n1nc(C)n2c(cc3occc32)c1=O (centres undefined)	0	-7	-3	-4	0	16	3	-3	0.1	-16
COc1cccc(NC(=O)CCN2C(=O)C3CC=CCC3C2=O)c1 (centres undefined)	2	3	3	3	-2	x	-7	22	-2.0	13
COc1ccc(OC)c(NC(=O)CC2C(=O)NCCN2C(=O)Nc2cccc(Cl)c2)c1 (centres undefined)	2	-3	3	-10	2	4	1	-1	-0.2	-4
CC(NC(=O)c1ccc2c(=O)n3c(nc2c1)CCCCC3)c1ccccc1 (centres undefined)	-3	-5	-1	-10	-2	-1	-2	-8	-1.8	1
O=S(=O)(NCC1CCCO1)c1ccc(NS(=O)(=O)c2ccc(F)cc2)cc1 (centres undefined)	-3	4	-12	-11	2	x	3	-4	0.0	x
O=C(CSc1nc(Nc2ccccc2)nc(N2CCOCC2)n1)Nc1ccc2c(c1)OCCO2	-1	-5	-1	-7	-2	-41	-2	-10	-0.5	41
Cc1nn(C(C)C(=O)NCc2cccs2)c(=O)c2nn(-c3ccccc3)c(C)c12 (centres undefined)	-1	1	0	-4	-1	-19	-1	0	-1.5	19
COc1cc(NC(=O)c2ccco2)c(OC)cc1NC(=O)CCC(=O)Nc1cc(C)ccc1C	-11	-2	-3	-11	0	-70	x	6	-1.1	u
Cc1ccc(OCCN(C)C(=O)c2cc(COc3ccc(F)cc3F)on2)cc1	-2	-4	-5	8	-5	-28	-3	-4	3.1	28
CCOc1ccc(NC(=O)CCC(=O)c2ccc(F)cc2)cc1	-1	1	5	8	-6	11	-1	-10	2.6	-11
COc1ccc(OC)c(-n2nnnc2SCC(=O)O)c1	2	-13	7	-6	0	6	3	-6	-0.1	-6

High-throughput results deposited in PubChem BioAssay by several laboratories.
